Bioassay records (PubChem BioAssay)
ABCB6 inh 2 – ABCB6 transporter inhibitors, primary screen, K562-ABCB6 cells, flow cytometry, MLPCN library | ATP-binding cassette sub-family B member 6 (Homo sapiens), Q9NP58 | K562-ABCB6 porphyrin accumulation, 1 h; hits give low values | actives 0.19% (n = 360,000) | fluorescence ratio to DMSO, % at 10 µM;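 active means fluorescence ratio to DMSO below 75%, the collection mean minus 3 SD; inconclusive means too few cells collected in the well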;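 further: signal is porphyrin accumulated inside mitochondria; 100% equals median channel fluorescence of DMSO control wells; lower ratio means ABCB6 inhibition with less porphyrin fluorescence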
Target sequence (Q9NP58 whole entry, looked up): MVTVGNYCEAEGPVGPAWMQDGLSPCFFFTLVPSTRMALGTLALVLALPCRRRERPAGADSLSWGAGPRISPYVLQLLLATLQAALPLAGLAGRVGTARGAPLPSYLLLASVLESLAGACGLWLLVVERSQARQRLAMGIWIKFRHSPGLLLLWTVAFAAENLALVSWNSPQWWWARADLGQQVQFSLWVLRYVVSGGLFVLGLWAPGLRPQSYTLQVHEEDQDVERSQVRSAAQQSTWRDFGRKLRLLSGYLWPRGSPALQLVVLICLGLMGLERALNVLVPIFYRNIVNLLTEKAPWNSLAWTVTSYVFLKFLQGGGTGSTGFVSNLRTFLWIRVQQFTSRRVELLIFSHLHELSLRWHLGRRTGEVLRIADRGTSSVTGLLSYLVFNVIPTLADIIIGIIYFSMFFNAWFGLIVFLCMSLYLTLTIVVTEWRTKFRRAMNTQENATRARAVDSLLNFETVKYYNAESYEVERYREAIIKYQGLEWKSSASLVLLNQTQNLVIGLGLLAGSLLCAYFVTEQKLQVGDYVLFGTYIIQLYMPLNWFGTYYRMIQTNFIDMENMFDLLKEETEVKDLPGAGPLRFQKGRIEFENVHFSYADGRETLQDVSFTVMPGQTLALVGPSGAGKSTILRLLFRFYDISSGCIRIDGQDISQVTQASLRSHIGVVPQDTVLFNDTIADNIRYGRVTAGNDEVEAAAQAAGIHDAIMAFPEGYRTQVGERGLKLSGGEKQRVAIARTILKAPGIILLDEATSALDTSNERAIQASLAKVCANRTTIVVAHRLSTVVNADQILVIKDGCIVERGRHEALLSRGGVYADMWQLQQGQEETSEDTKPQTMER
MC4R barr agon – MC4R agonists recruiting beta-arrestin, primary screen, cell-based, luminescence, agonist arm of biased-ligand search | U2OS MC4R beta-arrestin complementation; percent of melanotan II response, DMSO zero | activation, % at 8.9 µM | actives 0.98% (n = 360,000) | AID 540308, 2011;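 active means activation above a per-plate cutoff, the mean activation of sample wells on that plate plus 3 SD, cut at about 8% in these data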
NOD2-RIPK2 inh – NOD2-RIPK2 binding disruptors in cells, primary screen, fluorescence, CHO cells, BLA complementation; Receptor-interacting serine/threonine-protein kinase 2 (Homo sapiens), O43353; CCF4 ratio; inhibition, % at 4.98 µM; actives 0.38% (n = 360,000); AID 624267, 2012; in the data active means inhibition above about 21%;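 further: 0% = vehicle only and 100% = reference blocker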
TLR9-MyD88 inh – inhibitors of TLR9-MyD88 association in cells, primary screen, cell-based, CHO, BLA complementation, fluorescence; CCF4 FRET ratio; Toll-like receptor 9 (Homo sapiens) + Myeloid differentiation primary response protein …; AID 504734, 2011; inhibition, % at 4.98 µM; actives 0.21% (n = 340,000);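 active means inhibition above the mean over all tested compounds plus 3 SD, cut at about 21% in these data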;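 further: 0% = DMSO only wells and 100% = clavulanate BLA inhibitor control wells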
ABHD5-PLIN5 inh – ABHD5-PLIN5 interaction inhibitors, primary screen, cell lysate, split luciferase complementation, luminescence; Split G. princeps luciferase complementation, 4 h; inhibition, % at 4 µM; actives 0.78% (n = 360,000); AID 602281, 2012;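 active means inhibition above the mean inhibition across every tested compound plus 3 SD, cut at about 22% in these data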;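 further: 0% = DMSO only wells and the 100% control is not disclosed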
Vif inh – HIV Vif self-association inhibitors, primary screen, imaging, HEK293T, single point | HEK293T cells, Vif self-association by quenched fluorescence, 24 h | inhibition, % at 7.49 µM | actives 0.35% (n = 340,000); in the data active means inhibition above about 50%, passing the limit was not always enough; inconclusive means no clear call, values can overlap the other calls; inactive means below about 31%; further: some results filed as inactive read as strong as hits
MC4R antagonist – MC4R antagonists of cAMP signaling, primary screen, cell-based, TR-FRET, antagonist arm of biased-ligand search | AID 540295, 2011 | actives 0.48% (n = 360,000) | Melanocortin receptor 4 (Homo sapiens), P32245 | inhibition, % at 6.5 µM | MC4R-expressing cells, MTII-stimulated cAMP, LANCE TR-FRET;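 active means inhibition above its plate's cutoff, the mean of tested wells on that plate plus 3 SD, cut at about 29% in these data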;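 further: 0% = Melanotan II alone and 100% = Melanotan II plus saturating MCL0020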
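System – human MC4R-expressing U2OS cells · Also added – Melanotan II · Dosing – one concentration, 6.5 µM nominal · Timing – 30-min compound, 1-h challenge, 1-h detection, room temperature · Measured by – Eu-cAMP/anti-cAMP TR-FRET, emission 671 nm · Replicates – singlicate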
aDG glyco act – activators of alpha-DG glycosylation, primary screen, uHTS, Pro5-aDG cells, AlphaScreen; alpha-DG glycosylation AlphaScreen (IIH6); 0% Pro5, 100% B10-LARGE cell signal; activation, % at 10 µM; actives 0.22% (n = 360,000);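 active means activation of at least 8% versus controls, or a plate z-score of at least 8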;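 further: Pro5 are CHO cells carrying HIG-tagged alpha-DG that lacks glycosylation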
Glyco luc inh – increase of ERlucT glycosylation luciferase signal, primary screen, N-linked glycosylation inhibitor project, D54 ERlucT cells, luminescence, set 2 | D54 ERlucT glycosylation luciferase reporter, 24 h; percent of 100 nM tunicamycin response | actives 0.23% (n = 360,000) | reporter increase, % at 12.5 µM;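 active means mean luciferase reporter signal, scaled so untreated is 0 and the glycosylation-blocking control 100, at or above a set limit in every replicate; inconclusive means mean reaches the limit but not every replicate does; inactive means mean below the limit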;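 further: luciferase carries N-glycosylation sites so blocking glycosylation raises the light; 0% = median of neutral control wells and 100% = median of 100 nM tunicamycin wells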
Exocytosis inh – LAMP-1 surface exposure blockers, TALL-104 cells – cell-based, flow cytometry, MLPCN library, primary screen; AID 651702, 2012; inhibition, % at 10 µM; actives 0.66% (n = 360,000); TALL-104 LAMP-1 surface exposure; cells stimulated with thapsigargin and PMA;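 active means inhibition above about 55%, limit read from the data; inconclusive means no clear call, values can overlap the other calls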
* marks the source's active call; other numbers are inactive results; ? = inconclusive; / = no result given.

compound	ABCB6 inh 2	MC4R barr agon	NOD2-RIPK2 inh	TLR9-MyD88 inh	ABHD5-PLIN5 inh	Vif inh	MC4R antagonist	aDG glyco act	Glyco luc inh	Exocytosis inh
CCC(Cc1ccccc1)NC(=O)CCn1cccc1 (stereo unspecified)	93	-1.3	8	1	-6	-6	2	1.2	0	4
CCN1CCN(C(=O)c2ccc(Cl)c(S(=O)(=O)N3CCOCC3)c2)CC1	97	-1.4	-7	0	-9	-2	4	0.0	-1	0
NC(=O)c1cccc(-c2ccnc3c2CC(C(=O)Nc2cccc(C(F)(F)F)c2)O3)c1 (stereo unspecified)	93	-1.7	-6	/	-1	-20	9	0.7	-1	0
Cc1cc(Nc2ccccc2)n(-c2ccc(C(=O)O)cc2)n1	101	-3.0	8	2	2	2	5	-0.2	1	-4
Cc1ccc(CNC(=O)C2CCC(=O)N(Cc3ccccc3F)C2)s1 (stereo unspecified)	94	-1.4	-13	2	7	0	-1	-0.2	0	7
COc1cccc(N2C(C(C)=O)=NN(c3ccccc3)C2c2ccc(N3CCOCC3)cc2)c1 (stereo unspecified)	100	-1.8	2	10	-4	0	3	0.2	-8	6
O=C(NC1CCc2ccccc21)C1CCN(S(=O)(=O)c2ccc(-n3cnnn3)cc2)CC1 (stereo unspecified)	98	-0.7	4	-4	-2	0	11	-0.3	-4	-3
COc1ccc(NC(=S)NCCc2ccccc2)c(OC)c1	103	-0.8	0	2	-7	/	11	-0.3	1	-1
Cc1ccc(/C=C(/C#N)c2nc(CCN3C(=O)c4ccccc4C3=O)cs2)cc1	96	0.8	-15	-4	-4	-10	0	0.0	-1	0
Nc1[nH]ncc1-c1ccccc1	97	-0.4	-5	-15	-4	-1	19	0.2	1	-3
CCC(Oc1ccccc1)C(=O)Nc1ccccc1N1CCCC1 (stereo unspecified)	100	-0.3	-1	-10	-2	-1	0	0.1	-3	0
COc1ccc(NC(=O)c2sc3ncnc(N4CCN(c5ccccn5)CC4)c3c2C)cc1Cl	98	2.6	-4	-4	-7	-14	4	-0.1	-3	24
CC(C)(C)C(=O)OCCn1c(=O)c2cc3c(=O)n(CCOC(=O)C(C)(C)C)c(=O)c3cc2c1=O	96	0.8	-2	-6	4	2	3	-0.2	3	1
CCOC(=O)c1ccc(N2C(=O)CC(N3CCN(C/C=C/c4ccccc4)CC3)C2=O)cc1 (stereo unspecified)	94	-1.0	-7	12	2	4	9	-0.3	-1	3
Cc1nc(C)c(-c2ccc(SCC(=O)Nc3cccc(Cl)c3C)nn2)s1	100	0.7	-2	-2	-2	-3	5	0.2	1	-1
Cc1nc2ccc(NC(=S)NCCCO)cc2nc1C	100	-1.5	-3	-6	-7	-11	17	0.0	-1	3
Cc1ccc(-c2nc3ccccc3c(=O)n2NC(=S)N(C)C)cc1	92	-1.4	-9	-15	5	7	-4	-0.1	2	2
COc1ccc2c(c1)c(CC(=O)OCC(N)=O)c(C)n2C(=O)c1ccc(Cl)cc1	91	-3.5	-14	-30	-2	-3	9	0.2	1	39
COc1ccccc1Nc1nc(N)nc(-c2cc3ccccc3o2)n1	97	0.7	-2	-11	1	-3	5	-0.3	8	-1
CC(=O)c1c(C)n(-c2ccccc2)c2ccc(O)cc12	100	-0.9	13	-4	-7	-17	4	0.0	-12	0
CCOc1ccc([N+](=O)[O-])cc1CNC1CCCCCCC1	95	-0.7	-4	1	2	-2	2	0.3	1	18
N#C/C(=C\c1c(N2CCCCCC2)nc2ccccn2c1=O)C(=O)NC1CCS(=O)(=O)C1 (stereo unspecified)	98	-0.8	-11	-2	5	0	2	-0.2	4	-5
CN1C=CC=C/C1=C1\SC(=S)N(c2ccccc2)C1=O	97	-0.9	-2	-1	-5	1	-4	-0.4	2	0
Nc1nc(CN2CCOCC2)cs1	95	-1.4	-1	1	5	1	-1	0.0	1	2

Complete entries as entered above. Order of screens: ABCB6 inh 2 | MC4R barr agon | NOD2-RIPK2 inh | TLR9-MyD88 inh | ABHD5-PLIN5 inh | Vif inh | MC4R antagonist | aDG glyco act | Glyco luc inh | Exocytosis inh
COc1ccccc1Nc1nc(N)nc(-c2cc3ccccc3o2)n1 across the screens: 97 | 0.7 | -2 | -11 | 1 | -3 | 5 | -0.3 | 8 | -1
Cc1nc(C)c(-c2ccc(SCC(=O)Nc3cccc(Cl)c3C)nn2)s1 across the screens: 100 | 0.7 | -2 | -2 | -2 | -3 | 5 | 0.2 | 1 | -1

Next records:
compound	ABCB6 inh 2	MC4R barr agon	NOD2-RIPK2 inh	TLR9-MyD88 inh	ABHD5-PLIN5 inh	Vif inh	MC4R antagonist	aDG glyco act	Glyco luc inh	Exocytosis inh
Cc1cccc(NC(=O)COC(=O)CN2C(=O)c3ccccc3C2=O)c1	98	0.1	-1	9	2	0	10	-0.5	-1	-5
COc1ccc(OC)c(NC(=O)C2CCN(C(=O)c3cccs3)CC2)c1	99	-2.2	3	-5	0	2	-3	0.6	-2	0
CN(C(=O)c1nn(C)c2c1CSc1ccccc1-2)c1ccccc1Cl	96	-1.9	-1	2	-3	-10	-1	0.0	0	0
CCO[C@@H]1OC(C(=O)NCc2nc3ccccc3[nH]2)=C[C@H](C2CC2)[C@H]1CCCO	99	-0.9	2	-1	-3	3	5	0.0	?	4
Oc1ccc(C=NN=Cc2ccco2)c(O)c1	92	-1.8	16	2	-9	-9	-9	-0.1	2	26
CCOC(=O)C1(Cc2cccc(OC)c2)CCN(Cc2cccc(OC)c2O)CC1	93	-1.2	4	4	-3	-6	0	3.6	-9	-1
Oc1c(CNc2ccccc2)cc(COCc2ccccc2)c2cccnc12	96	0.4	-4	6	10	14	2	0.5	-2	-1
O=C(CCN1C(=O)/C(=C\c2cccc(Br)c2)SC1=S)NCCCN1CCOCC1	77	-0.2	0	-10	-20	10	-6	0.1	1	75*
Cc1nc2ccc(NC(=O)COc3ccccc3F)cc2s1	92	0.1	-6	-6	6	-3	0	0.1	1	1
O=c1[nH]c(CSc2nc(-c3ccccc3)cs2)nc2ccccc12	104	5.3	-5	-2	2	/	-20	-0.1	0	-2
Cc1ccc(S(=O)(=O)N(CC(=O)Nc2ccc(F)cc2)C(=O)N2CCN(C)CC2)cc1	102	-0.7	-3	-5	-15	12	5	0.3	1	12
O=C(CNC(=O)c1ccc(Cl)cc1)OCC(=O)c1ccc2c(c1)OCCO2	94	-1.6	0	9	-5	3	3	-0.1	0	-4
Fc1ccc(CCNc2ncnc3[nH]ncc23)cc1	102	-0.4	-20	-1	-2	-26	-1	0.7	-7	-5
N#CCSCC(=O)Nc1ccc(Br)cc1	98	-1.0	4	0	6	-1	3	-0.1	-2	-1
O=C(O)C1CCCCN1c1ccccc1[N+](=O)[O-] (stereo unspecified)	98	/	-10	/	1	-3	/	-0.1	1	6
COc1ccccc1-n1c(CNC(=O)c2ccc(S(=O)(=O)N3CCCCC3)cc2)n[nH]c1=S	100	-2.8	-6	-2	-7	18	4	-0.3	2	0
CCC(C)(C)NC(=O)CN(C(=O)c1snc(C(N)=O)c1N)c1ccc2c(c1)OCO2	95	2.6	-19	-5	1	-2	1	0.1	0	-2
CC(=O)c1ccc(Nc2cc(C)nc3nc(C)nn23)cc1	101	-2.1	-19	10	-7	-8	-6	-0.1	0	-5
COC(=O)c1cc(S(=O)(=O)NCc2cc(OC)c(OC)c(OC)c2)cn1C	105	-1.6	-8	3	1	3	13	0.1	1	12
Cn1nc([N+](=O)[O-])nc1S(C)(=O)=O	97	-2.2	-4	-4	7	7	-3	2.1	-7	0
COc1ccc(Cc2nnc3n2N=C(c2cc4ccccc4o2)CS3)cc1OC	96	0.0	-15	-9	1	-4	0	0.3	7	2
C=CCSc1nc2c(cnn2-c2ccc(C)c(C)c2)c(=O)[nH]1	100	2.2	-10	-5	5	3	14	-0.3	3	1
CC(C)N(Cc1nccn1C)C(=O)c1ccc(OC2CCN(C(=O)C3CC3)CC2)cc1	95	-2.3	-7	-4	-3	5	4	0.0	0	-4
C=CCCC(=O)Nc1nc(C)c(-c2csc(Nc3cc(Cl)ccc3OC)n2)s1	104	-1.5	4	0	-9	1	13	0.4	6	-3
Cc1cc(C)cc(N(CC(=O)Nc2ccc(Br)cc2)S(=O)(=O)c2c(C)[nH]c(=O)[nH]c2=O)c1	105	-3.6	-3	4	4	-6	-5	-0.6	-1	-2
CC1CCc2nc(NC(=O)Nc3ccc4c(c3)OCO4)sc2C1 (stereo unspecified)	103	2.2	-1	-9	2	7	-2	0.1	-6	0
COc1ccccc1CN1CC(C(=O)NCCCc2ccc(F)cc2)CCC1=O (stereo unspecified)	98	-0.7	-8	-4	0	-2	0	-0.4	3	0
Cn1c(=O)oc2cc(S(=O)(=O)NCCN3CCN(c4ccccc4)CC3)ccc21	98	0.9	-7	3	4	16	-3	0.0	-2	-1

An excerpt. The share of hits here may be higher or lower than overall.
